GPR151 activ – activators of human GPR151, primary screen, cell-based, PathHunter beta-arrestin, luminescence; activation, % at 11.2 µM; G-protein coupled receptor 151 (Homo sapiens), Q8TDV0; PathHunter beta-arrestin GPR151 cells; 1% of 650,000 active; in the data active = activation above about 4.9%;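 note: 0% = median of compound wells and 100% = cells with positive control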
FBW7 act – FBW7 E3 ligase activators, primary screen, biochemical, AlphaScreen, human | AlphaScreen FBW7–phospho-cyclin E peptide binding, activator screen | normalized activity (activation), % at 26.1 µM | 0.13% of 650,000 active; in the data active = normalized activity above about 1.9%;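 note: purified mutant Fbw7 with reduced substrate affinity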
Target sequence (Q969H0 whole entry, looked up): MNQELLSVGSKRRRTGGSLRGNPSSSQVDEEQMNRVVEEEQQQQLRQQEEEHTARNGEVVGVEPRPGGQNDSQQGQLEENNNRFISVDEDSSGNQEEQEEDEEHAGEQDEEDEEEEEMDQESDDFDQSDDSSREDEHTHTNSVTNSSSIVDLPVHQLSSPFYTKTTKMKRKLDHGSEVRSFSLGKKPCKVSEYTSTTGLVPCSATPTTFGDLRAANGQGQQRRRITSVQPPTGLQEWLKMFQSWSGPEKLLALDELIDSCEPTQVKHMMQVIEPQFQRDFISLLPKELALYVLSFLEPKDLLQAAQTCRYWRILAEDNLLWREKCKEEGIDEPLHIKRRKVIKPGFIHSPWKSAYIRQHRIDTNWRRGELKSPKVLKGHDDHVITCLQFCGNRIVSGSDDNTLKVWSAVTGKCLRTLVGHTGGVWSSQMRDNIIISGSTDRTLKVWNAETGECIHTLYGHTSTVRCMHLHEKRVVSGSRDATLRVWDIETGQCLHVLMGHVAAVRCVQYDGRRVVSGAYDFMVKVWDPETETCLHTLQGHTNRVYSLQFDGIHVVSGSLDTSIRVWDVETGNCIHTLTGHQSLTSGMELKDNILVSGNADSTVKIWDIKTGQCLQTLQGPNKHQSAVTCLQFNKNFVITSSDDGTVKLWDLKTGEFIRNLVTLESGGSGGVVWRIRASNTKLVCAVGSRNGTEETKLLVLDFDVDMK
TEAD-YAP block – TEAD-YAP interaction inhibition, primary screen, TEAD-YAP interaction inhibitor project, luminescence, HEK-TIYL cells | 1.4% of 640,000 active | TEAD-Gal4/YAP UAS-luciferase luminescence | inhibition, % at 9.12 µM; in the data active = inhibition above about 32%;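 note: 0% = median of test compound wells and 100% = reference inhibitor wells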
MITF primary – MITF inhibitors, primary screen, biochemical, AlphaScreen, human | Microphthalmia-associated transcription factor (Homo sapiens), O75030 | AlphaScreen MITF homodimerization, bead proximity signal | inhibition, % at 2.6 µM | 0.91% of 650,000 active | AID 1259374, 2018; in the data active = inhibition above about 50%;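 note: 0% = vehicle wells with protein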
* marks the source's active call; other numbers are inactive results; . = no result given; & = joins results of further samples.

Structure | GPR151 activ | FBW7 act | TEAD-YAP block | MITF primary
COc1ccc(S(=O)(=O)NCC2CCCN(C(=O)CCSC)C2)cc1 (centres undefined) | 1.9 | 0.1 | 16 | 8
COc1cc(C(=S)N2CCCCC2)ccc1OCC(=O)N1CCCC1 | -0.5 | 0.0 | 2 | 5
O=C(CCSCc1ccccc1F)NCc1ccco1 | 0.6 | 0.1 | 0 | 7
COC(=O)c1sc2ccccc2c1NC(=O)c1ccc(S(=O)(=O)N2CCOCC2)cc1 | -1.5 | 0.0 | 0 | 12
O=C(Nc1nc2ccccc2s1)c1sc2ccccc2c1Cl | 0.9 | 0.0 | 39* | -7
O=c1/c(=C/c2ccc([N+](=O)[O-])cc2)sc2nc3cc(Br)cnc3n12 | 0.2 | -0.1 | 0 | 2
COc1ccc(-n2nc3cc(C)c(N)c(Br)c3n2)cc1 | -0.8 | 0.0 | -74 | -8
Cc1c(-c2nc3cnccn3c2NCc2ccco2)cnn1C | 0.7 | 0.1 | -3 | 13
CCOc1cc(C2Nc3ccccc3NC3=C2C(=O)CC(c2ccc(Cl)cc2)C3)cc(Br)c1O (centres undefined) | 0.3 | 0.0 | -1 | -7
COc1ccccc1Nc1nnc(SCC(=O)Nc2sccc2C(N)=O)s1 | -7.5 | 0.1 | -1 | 15
O=S(=O)(c1ccc(-c2csc(N3N=C(c4ccccc4)CC3c3ccccc3)n2)cc1)N1CCCC1 (centres undefined) | -0.9 | 0.4 | 2 | 9
Cc1ccccc1-n1[nH]c(C)c(/C=N/NC(=O)c2cccc(Br)c2)c1=O | 2.6 | -0.9 | -13 | -5
COc1ccccc1-n1c(SCC(=O)NC2CCCC2)nnc1-c1ccccn1 | -0.2 | -0.2 | 3 | -2
COc1ccc(CN2CCCC(C(=O)Nc3cccc(-n4cccn4)c3)C2)c(F)c1 (centres undefined) | 0.1 | -0.1 | 4 | -4
Cc1ccc(C(=O)N/C(=C/C=C/c2ccccc2)C(=O)N2CC3CC(C2)c2cccc(=O)n2C3)cc1 (centres undefined) | 0.9 | 0.2 | 4 | 6
NC12CC3CC(C1)CC(C(=O)O)(C3)C2 | 0.2 | -0.1 | 1 | 10
CN1CCN(Cc2ccon2)CC1CCO (centres undefined) | 0.1 | 0.2 | 0 | 12
O=C(O)C1=C(C(=O)Nc2cccc(C(F)(F)F)c2)CCCC1 | -0.5 | -0.1 | 11 | 5
COc1ccc(C(=O)O)cc1S(=O)(=O)Nc1nc(-c2cccs2)cs1 | 0.8 | -0.1 | -17 | -1
Cc1cc(NC(=O)CN(c2cccc(C)c2C)S(C)(=O)=O)ccc1Br | 0.4 | 0.1 | -2 | -2
O=C(NCc1cccnc1)c1ccc(NC(=O)c2ccc(Br)cc2)cc1 | 0.1 | 0.2 | 20 | 1
CCC(CO)Nc1ccnc2c(-c3ccccc3Oc3ccccc3)cnn12 (centres undefined) | 0.2 | 0.7 | 3 | -1
Cc1cc(/C=C/C(=O)O)c(C)n1-c1ccnn1C(C)C | 0.8 | -0.1 | 5 | -5
c1ccc(CN2CCC(Nc3nccc(NC4CC4)n3)CC2)cc1 | -0.9 | 0.4 | 1 | 8
COc1ccccc1N=c1oc2cc(O)ccc2cc1C(N)=O | -9.6 | 0.5 | 15 | 11
COC(=O)C1=CN(Cc2ccc(Cl)cc2)C=C(C(=O)OC)C1c1cccc(OCc2ccccc2)c1 | -1.7 | 0.2 | -4 | -5
COc1cc(C2CC(=O)NC3=C2C(=O)CCC3)cc(OC)c1OC (centres undefined) | 0.3 | 0.0 | 3 | 4
O=C(NC1CC1)C1CCC(=O)N1C1CCCCC1 (centres undefined) | 8.5* | -0.1 | 0 | 12
Cc1ccc(C2/C(=C(\O)c3ccccc3)C(=O)C(=O)N2c2cccc(C(F)(F)F)c2)cc1 (centres undefined) | -1.9 | -0.2 | -1 | -9
NC(=O)N/N=C/c1cc(Cl)cc(Cl)c1O | 2.3 | -0.8 | 0 | 41
Cc1nc(-c2ccn[nH]2)cn1Cc1c(Cl)cccc1Cl | 1.2 | 0.0 | 14 | 10
COc1cccc(OCC(O)CNC(=O)CCC2(Cc3ccccc3)CCC(=O)N2)c1 (centres undefined) | 0.0 | 0.1 | -43 | 5
Cc1c(C(=O)OCCOc2ccccc2)sc(=S)n1C | 2.1 | 0.0 | -49 | -4
Oc1cc2c(cc1O)CN(C(=S)NCCc1ccc(Cl)cc1)CCC2 | -2.1&0.5&-0.3 | -0.1&-0.1 | -5 | -14&-6&-7
COC(=O)Cc1c(C)c2ccc(OC(=O)c3cc(OC)c(OC)c(OC)c3)cc2oc1=O | -1.7 | -0.1 | -1 | -8
Cc1nc(SCC(=O)OCN2C(=O)c3ccccc3C2=O)n[nH]1 | -1.5 | 0.0 | 8 | -10
O=C(Nc1nnc(-c2ccccc2F)s1)c1ccccc1 | 0.3 | 0.1 | 6 | -4
CC1(Cc2ccccc2F)C(=O)Nc2ccc(-c3cccnc3)cc21 (centres undefined) | 0.4 | -0.1 | 16 | -4
Cc1cc2c(cc1C)NC(c1c(F)cccc1F)C1=C(CC(C)(C)CC1=O)N2 (centres undefined) | 0.7 | 0.0 | 10 | 3
CCOC(=O)N1CCN(Cc2cc(-c3cc(C)nc4ccccc34)ccc2O)CC1 | 0.9 | -0.1 | 13 | -30
Cc1ccc(Nc2nc(-c3ccccc3Cl)nc3ccccc23)cc1Cl | -0.6 | -0.1 | 10 | -1
S=C(Nc1ccc(Br)cc1)N1CCn2cccc2C1c1cccs1 (centres undefined) | 0.7 | 0.1 | -17 | -6
Cc1cc(C)c(C#N)c(SCc2nc(C)sc2Br)n1 | -1.8 | -0.1 | -2 | -9
Cn1nccc1C(=O)NCC1Cc2cc(-c3ccc(S(C)(=O)=O)cc3)ccc2O1 (centres undefined) | 0.0 | -0.1 | 4 | 3
O=C(CC1CC2CCC1C2)Nc1ccc(N2CCOCC2)c(Cl)c1 (centres undefined) | 1.0 | -0.2 | -4 | -3
COC(=O)CNC(=O)c1cc(-c2ccccn2)nc2ccc(Cl)cc12 | 0.4 | 0.0 | 10 | 11
Cn1c(=O)oc2cc(S(=O)(=O)N3CCCC(C(=O)NCc4ccccc4)C3)ccc21 (centres undefined) | -0.5 | 0.0 | 3 | 10
O=C(O)c1ccc(/C=N/NC(=O)c2cccc([N+](=O)[O-])c2)cc1 | -0.6 | 0.1 | 4 | 1
CN(C)CC/C=C1\c2ccccc2Sc2ccc(Cl)cc21 | -0.2 | 0.0 | . | 16
Cc1ccc(NC(=O)N2CCC(CN3CCOCC3)CC2)cc1C | 1.1 | -0.1 | -9 | 7

Next compounds follow:
Structure | GPR151 activ | FBW7 act | TEAD-YAP block | MITF primary
COc1cc(/C=C/c2cc(C(F)(F)F)[nH]c(=O)n2)cc(OC)c1O | -0.4 | 0.0 | -8 | -5
Cc1nc(N2CCCCC2C)c2c(C)c(C(=O)Nc3ccc4c(c3)OCO4)sc2n1 (centres undefined) | 1.2 | -0.1 | -25 | 1
O=c1c2ccccc2sc2ccccc12 | -1.0 | 0.2 | -37 | 5
O=C(CCN1Cc2ccccc2OC(c2ccccc2)C1)NCCN1CCNC1=O (centres undefined) | 0.7 | 0.4 | -6 | -6
Cc1cccc(C(=O)NNC(=O)C2CCN(c3nc(C)cc(C)n3)CC2)c1 | 0.1 | 0.2 | -15 | 17
O=C(CCC1CCCCC1)NCc1ccccn1 | 0.9 | 0.0 | 6 | 6
Cc1nn(C)c(C)c1CCC(=O)N1CCN(c2ncccn2)CC1 | -0.8 | -0.1 | -2 | 72*
CCN(CC)CCSc1nc(-c2ccccc2C)nc2c1c(=O)n(C)c(=O)n2C | -0.2 | 0.2 | 0 | 7
C=CCOc1ccc(C(=O)N(Cc2cccs2)C2CCS(=O)(=O)C2)cc1 (centres undefined) | 0.8 | -0.1 | 3 | -10
C=CCn1c(C)cn2c3c(=O)n(CC(=O)OC)c(=O)n(C)c3nc12 | 0.0 | 0.6 | 4 | 20
CCCC(=O)Nc1ccc(NC(=O)COc2ccc3ccccc3c2)cc1 | 1.0 | 0.1 | 1 | 1
COc1cccc(NC(=O)C2CC(=O)n3cnnc3S2)c1 (centres undefined) | -1.0 | 0.1 | -11 | 2
N#Cc1cccc(OCc2ccccc2)c1 | -2.7 | 1.4 | -3 | 8
CN1CCN(S(=O)(=O)c2ccc(C3CCCCC3)cc2)CC1 | 5.3* | 0.0 | 2 | 4
CC1CCCC(NC(=O)c2ccc3c(=O)n(-c4ccc(F)c(Cl)c4)c(=S)[nH]c3c2)C1C (centres undefined) | 2.0 | 0.1 | 7 | 19
CCc1ccccc1NC(=O)C1CCCN1C(=O)Nc1ccc(C)cc1 (centres undefined) | 0.5 | -0.1 | 3 | 21
COc1cc(CN2CCC(C(=O)NC3CCCC3)CC2)cc(OC)c1O | -0.2 | 0.0 | 1 | 15
O=C(c1cc(O)ccc1O)c1coc2ccc(O)cc12 | 0.7 | 0.0 | 0 | -7
CC(C)CCNCc1c(C(=O)O)n(Cc2cccc(Cl)c2)c2ccccc12 | 2.3 | -0.1 | 10 | -3
O=C(c1cccc(Cl)c1)N1CCN(C2CCCCC2)CC1 | -0.3 | 0.1 | -7 | 28
O=C(CCCCCCC(=O)Nc1ccccc1[N+](=O)[O-])Nc1ccccc1[N+](=O)[O-] | -1.0 | -0.1 | 8 | -9
CCCCOc1ccc(C(=O)Nc2cc(N3CCCS3(=O)=O)ccc2C)cc1 | -1.0 | 0.1 | -3 | 13
O=c1c2c(nc3nc(-c4ccco4)[nH]n13)CCC2 | 0.2 | 0.4 | 0 | 14
CCOC(=O)N1CCc2c(sc(NC(=O)c3ccc(F)cc3)c2-c2nc3ccccc3s2)C1 | -0.7 | 0.3 | 9 | 19
O=C(NCc1ccco1)c1cnn2cccnc12 | 0.6 | 0.5 | -3 | 20
COc1cc(NC(=O)c2ccc([N+](=O)[O-])o2)c(OC)cc1Cl | -1.0 | 0.0 | 14 | 15
CC(C)NC(=O)c1ccc2c(c1)N(CC(=O)Nc1ccc(Cl)cc1)C(=O)C(C)(C)O2 | 1.3 | 0.1 | 3 | 12
O=C(Nc1ccc2nc(SCC(=O)N3CCOCC3)sc2c1)c1ccc(Cl)c(Cl)c1 | 1.8 | -0.1 | -10 | -4
Cc1cc(NCCO)nc(-c2cccs2)n1 | 1.0 | -0.1 | -11 | 36
C/C(=N/NC(=O)c1cccc(Cl)c1)c1ccc([N+](=O)[O-])o1 | 5.7* | 0.1 | -43 | 15
COc1cccc(/C=c2/sc3nc(-c4ccccc4OC)nn3c2=O)c1 | -0.1 | 0.0 | 5 | 11
CCCCCCCC(=O)Nc1ccc(C(=O)NC2CCCCC2)cc1 | -0.3 | 0.0 | -4 | 4
Cc1cccc(C(=O)N[C@H](C(=O)Nc2nc3ccccc3[nH]2)C(C)C)c1 | -0.1 | 0.0 | 66* | -11
COc1ccc(/C(O)=C2/C(=O)C(=O)N(CCN(C)C)C2c2ccc(C(C)C)cc2)cc1 (centres undefined) | 1.2 | 0.2 | -19 | 10
O=C(NCc1ccccn1)c1ccc(S(=O)(=O)N2CCCC2)o1 | -1.2 | 0.1 | -8 | 7
Cc1ccc(-c2noc(CN(C(=O)CC(C)(C)C)C(C)C)n2)cc1 | 1.0 | 0.2 | 5 | -6
COc1ccc(/C(C)=N\NC(=O)CCC(=O)Nc2ccc(C)cc2)c(OC)c1 | -0.9 | -0.1 | -2 | -6
Cc1c(N2C(=O)/C(=C/c3cccc(O)c3)SC2=S)c(=O)n(-c2ccccc2)n1C | -0.4 | 1.1 | 7 | 8
Clc1ccccc1-c1nccnc1NCC1CC1 | -0.1 | 0.0 | -4 | 3
COc1cc(/C=C2\NC(=S)N(C)C2=O)cc(Cl)c1O | 1.5 | -0.3 | 0 | 6
Cn1c2c(c(=O)n(C)c1=O)C(NC(=O)c1ccco1)(C(F)(F)F)C(=O)N2 (centres undefined) | 0.0 | 0.4 | 18 | 17
Cc1ccnc(-c2ncn(-c3ccc(Nc4nccc(-c5cc(F)cc(N6CCOCC6)c5)n4)cc3)n2)c1 | 1.1 | 0.1 | 28 | -8
CCc1cc2c(=O)c(-c3ccc4c(c3)OCCCO4)c(C)oc2cc1OC(=O)N1CCOCC1 | 2.0 | -1.4 | 5 | 10
N#C/C(=C/c1ccc(-c2ccc(S(N)(=O)=O)cc2)o1)c1nc2ccccc2[nH]1 | 0.8 | -0.2 | -7 | 8
CC(C)C(NS(=O)(=O)c1cccs1)C(=O)N(C)Cc1ccccc1 (centres undefined) | 0.9 | 0.1 | 4 | 10
CCCCCSc1nnc2c(n1)OC(c1ccccn1)Nc1ccc(Br)cc1-2 (centres undefined) | 0.9 | -0.1 | -2 | 13
O=C(O)c1ccc(COc2ccc3ccccc3c2)cc1 | -3.8 | 0.0 | -40 | 6
